Rab9 promoter act: activators of Rab9 promoter; 320,000 tested, 2.8% active; Potency, µM (doses to about 9.22 µM), inactives show top-dose activation, negative = inhibition, actives largely listed as activators; Huh7 Rab9 promoter-luciferase reporter, luminescence, 24 h; also: potency is read from the fitted curve at half-maximal effect; % of control where 0% means no effect; nearly all actives have a fitted effect of over 60% in size
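Huh7 cells stably carrying a Rab9 promoter-luciferase reporter, 1500 cells per well in OP-MEM I with 10% FBS, treated with compound 24 hours at 37C. Luciferase activity read by luminescence after 10 minutes with Amplite reagent.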
PKM2 act: activators of human pyruvate kinase M2 | purified PKM2, Kinase-Glo ATP luminescence, activation; response scale: 0% is enzyme alone, no compound | Potency, µM (series often up to 57.5 µM), for inactives: top-dose activation, actives largely listed as activators | 260,000 tested, 0.34% active | AID 1631; also: potency is read from the fitted curve at half-maximal effect; % is scaled to controls: 0 for no effect and ±100 for the full control effect; nearly all actives have a fitted effect of over 55% in size
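Kinase-Glo luminescence reports ATP generated from ADP (0.1 mM) and PEP (0.5 mM) by purified hPK-M2 after 1 h at room temperature, pH 7.2 imidazole buffer; intermediate enzyme activity allows detecting inhibitors and activators.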
ELG1 repair inh: ELG1-dependent DNA repair inhibition; AID 504467; Potency, µM (top dose mostly 46.1 µM), for the others: at the highest dose activity change, negative = inhibition, usual class: inhibitors; 330,000 tested, 2.3% active; HEK293T ELG1-luciferase reporter, luminescence, 16 h; DNA damage induced by 5-fluorouridine; also: potency is read from the fitted curve at half-maximal effect; % is scaled to controls: 0 for no effect and ±100 for the full control effect; nearly all actives have a fitted effect of over 55% in size
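DMSO vehicle served as the neutral condition. Each well held 2,000 cells given 5-fluorouridine plus compound; after 16 hr at 37 °C/5% CO2, ONE-Glo was added and luciferase measured 30 min later.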
FLuc modulator: counter-screen for miR-21 project: firefly luciferase inhibitors or activators. purified FLuc, Km substrates, luminescence inhibition. Potency, µM (top dose mostly 57.5 µM), for the others: at the top dose activity change, negative = inhibition, usual class: inhibitors. 360,000 tested, 6.9% active. AID 588342;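 also: potency is read from the fitted curve at half-maximal effect; plate controls were vehicle for no effect and reference inhibitor for full effect; nearly all actives have a fitted effect of over 55% in size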
Target sequence (P08659 whole entry, looked up): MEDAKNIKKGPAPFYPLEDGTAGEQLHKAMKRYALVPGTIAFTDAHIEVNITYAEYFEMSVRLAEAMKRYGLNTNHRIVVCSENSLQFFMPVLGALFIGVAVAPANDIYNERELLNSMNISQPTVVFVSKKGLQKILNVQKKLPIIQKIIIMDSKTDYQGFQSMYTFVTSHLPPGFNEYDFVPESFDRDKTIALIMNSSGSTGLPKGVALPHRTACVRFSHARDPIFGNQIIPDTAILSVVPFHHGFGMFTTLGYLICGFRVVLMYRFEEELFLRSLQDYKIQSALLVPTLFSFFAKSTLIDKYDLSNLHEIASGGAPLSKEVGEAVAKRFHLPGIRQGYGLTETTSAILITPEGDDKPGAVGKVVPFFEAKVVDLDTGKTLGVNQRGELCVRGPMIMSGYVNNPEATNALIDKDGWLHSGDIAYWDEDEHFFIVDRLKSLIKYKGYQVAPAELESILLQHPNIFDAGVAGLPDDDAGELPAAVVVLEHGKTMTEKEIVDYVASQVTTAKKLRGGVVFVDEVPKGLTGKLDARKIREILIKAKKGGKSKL
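Biochemical qHTS of compounds, final roughly 60 µM downward over six points, against 10 nM purified firefly luciferase using Km concentrations of substrates (10 uM D-luciferin, 10 uM ATP) in Tris acetate pH 7.5 buffer; luminescence output.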
RORg inh: blocks mouse ROR gamma transcriptional activity. Potency, µM (top dose mostly 53.6 µM), for inactives: at the top dose activity change, negative = inhibition, hits mostly inhibitors. 310,000 tested, 5.4% active. AID 2551. Drosophila S2 Gal4-RORgamma UAS-luciferase reporter, 20 h; also: potency is read from the fitted curve at half-maximal effect; % is scaled to controls: 0 for no effect and ±100 for the full control effect; nearly all actives have a fitted effect of over 60% in size
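Luciferase reporter read in Schneider cells carrying Gal4-RORγ (mouse) and UAS-Photinus luciferase; cells given compound 1 h before 700 uM copper sulfate induction, then incubated 20 h at ambient temperature.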
VP16 counter: inhibits Gal4-VP16 luciferase reporter, ROR gamma counter-screen. Drosophila S2 Gal4-VP16 UAS-luciferase, luminescence, 20 h. Potency, µM (top dose mostly 53.6 µM), for inactives: at the top dose activity, negative = inhibition, usual class: inhibitors. 310,000 tested, 3.5% active. AID 2546;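 also: Gal4-VP16 expression switched on by copper sulfate through the metallothionein promoter; potency is read from the fitted curve at half-maximal effect; % is scaled to controls: 0 for no effect and ±100 for the full control effect; nearly all actives have a fitted effect of over 50% in size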
KCNH2 3.1 inh: inhibitors of human KCNH2 3.1 potassium channel isoform | U2OS KCNH2 3.1, thallium flux FluxOr; active compounds read low | activity change, % (tested at about 1.8 µM) | 340,000 tested, 0.95% active;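 active = maximum activity change below -70%; inconclusive = maximum activity change from -70% to -50%; inactive = maximum activity change above -50%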;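 also: thallium influx rate constant from kinetic fluorescence after stimulation buffer; % is scaled to controls: 0 for no effect and ±100 for the full control effect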
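Channel expression came from 3.1 mutant virus (1.77 x 10^8 /mL) applied to suspended U2OS cells for 4 h. Flux was tracked with FluxOr dye plus Red40 quencher, and kinetic rate constants normalized to controls.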
Mito fusion act: inhibitors of mitochondrial division or activators of mitochondrial fusion. S. cerevisiae fusion-defective mutant growth rescue, CellTiterGlo 48 h. Potency, µM (doses to about 46.1 µM), inactives show at the highest dose growth rescue (activation), actives largely listed as activators. 320,000 tested, 0.23% active. AID 485298;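 also: potency is read from the fitted curve at half-maximal effect; % of control where 0% means no effect; nearly all actives have a fitted effect of over 45% in size; temperature-sensitive fusion mutants such as fzo1-1 at 37 °C on non-fermentable ethanol glycerol medium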
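S. cerevisiae fusion-defective temperature-sensitive mutants (e.g. fzo1-1, mgm1-5) grown 48 h at 37C in YPEG (ethanol/glycerol non-fermentable) medium with 23 nl compound per well; growth rescue read as CellTiterGlo luminescence.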
NPC1 promoter act: activators of NPC1 promoter | Huh7 NPC1 promoter luciferase reporter, 24 h | Potency, µM (titrated, usually from 9.22 µM), for inactives: at the top dose activation, usual class: activators | 320,000 tested, 2.4% active;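 also: potency is read from the fitted curve at half-maximal effect; % of control where 0% means no effect; nearly all actives have a fitted effect of over 60% in size; reporter is driven by a mutant NPC1 promoter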
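Stable NPC1-promoter luciferase Huh7 line; cpd (DMSO) 24 h, 37 °C, 5% CO2; Amplite luciferase reagent 10 min RT; luminescence readout. qHTS format.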
MBNL1-CUG inh: inhibitors of human MBNL1 binding to CUG repeat RNA; Q9NR56; TR-FRET MBNL1-His/biotin-(CUG)12 binding, 665/545 ratio; Potency, µM (doses to about 57.5 µM), inactives show at the highest dose activity change, negative = inhibition, actives largely listed as inhibitors; 280,000 tested, 0.036% active; AID 2675; active = well fitted inhibition curve with a large enough effect in the signal ratio, with a control signal flat, not every such curve was filed as active; inconclusive = small, poorly fitted or top-dose-only effect, or effect the other way, or a change in a side signal; inactive = no such curve, though single readings can be large or run the other way; the % refers to the signal ratio; also: potency is read from the fitted curve at half-maximal effect; % is scaled to controls: 0 for no effect and ±100 for the full control effect
Target sequence (Q9NR56 whole entry, looked up): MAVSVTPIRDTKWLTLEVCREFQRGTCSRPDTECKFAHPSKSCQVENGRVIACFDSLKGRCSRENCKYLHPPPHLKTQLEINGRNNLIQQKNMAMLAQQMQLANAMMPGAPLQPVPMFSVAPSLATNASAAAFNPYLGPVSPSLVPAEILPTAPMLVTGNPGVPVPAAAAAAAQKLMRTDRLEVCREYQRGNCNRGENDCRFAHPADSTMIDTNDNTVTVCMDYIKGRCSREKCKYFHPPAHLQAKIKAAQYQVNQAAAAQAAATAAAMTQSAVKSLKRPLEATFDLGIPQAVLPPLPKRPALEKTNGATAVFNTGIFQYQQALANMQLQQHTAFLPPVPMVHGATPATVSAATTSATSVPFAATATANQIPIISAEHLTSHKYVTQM
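Ratiometric TR-FRET (665 over 545 nm, excitation 340 nm) tracks disruption of MBNL1-His/biotin-(CUG)12 complex after 60 min at room temperature, with compounds at 92 nM to 58 uM final.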
Menin-MLL TR inh: displaces Texas Red mutant MLL peptide from human menin; O00255; Menin + Texas Red MLL mutant peptide, fluorescence polarization; Potency, µM (top dose mostly 61.6 µM), without a hit: at the top dose FP activity change, negative = inhibition, most hits filed as inhibitors; 270,000 tested, 0.23% active; AID 1768; active = well fitted inhibition curve with a large enough effect in the polarisation, with a control signal flat, not every such curve was filed as active; inconclusive = small, poorly fitted or top-dose-only effect, or effect the other way, or a change in a side signal; inactive = no such curve, though single readings can be large or run the other way; the % refers to the polarisation; also: potency is read from the fitted curve at half-maximal effect; % of control where 0% means no effect; many of its hits are not listed in these tables
An asterisk follows results filed as active; ? = inconclusive; / = not tested or not shown; [ ] = dose if it differs, or a comment. Unless noted, calls follow the shape of the dose curve; as a rule, active = well fitted curve in the direction sought with a large enough effect; inconclusive = small, poorly fitted or top-dose-only effect, or another doubt; inactive = no such curve, though single readings can be large; an effect the other way counts as inactive or inconclusive. A portion of the library; rates above refer to the full screens.

SMILES | Rab9 promoter act | PKM2 act | ELG1 repair inh | FLuc modulator | RORg inh | VP16 counter | KCNH2 3.1 inh | Mito fusion act | NPC1 promoter act | MBNL1-CUG inh | Menin-MLL TR inh
CCOC(=O)N1CCN(CC(O)COCc2ccc(Cl)cc2)CC1 (stereo not given) | -6% | -12% | -2% | -1% | 14% | -1% | -8 | 1% | 3% | -7% | /
CCc1cccc(NC(=O)Cn2c3[n+](c4ccc(C(F)(F)F)cc42)CCCCC3)c1 | -2% | 1% | -21% | 1% | 2% | -1% | 10 | -1% | -2% | -10% | -6%
Cc1[nH]c2ccc(C(=O)NCCN3CCOCC3)cc2c1C | 2% | / | ? | -14% | -15% | -4% | -100* | 1% | -1% | 4% | /
COc1ccc(CC(NC(C)=O)C(=O)NC2CCN(C(=O)c3ccncc3)CC2)cc1OC (stereo not given) | 2% | / | -11% | -1% | -11% | -8% | 15 | -4% | 0% | -1% | /
O=C(NCc1ccccn1)Nc1ccc(F)cc1F | 1%[1.84 µM] | / | ? | -9% | 39% | 29% | 4 | 8% | -2% | -2% | 1%
O=C(CSc1nnc(-c2c[nH]c3ccccc23)o1)NCC1CCCO1 (stereo not given) | 0% | / | 10% | / | / | / | -2 | -4% | 0% | / | /
S=C(Nc1ccc2nccnc2c1)N1CCCC1 | 3% | -4% | 15% | -15% | 2% | 6% | 7 | 4% | -1% | ? | 4%
Cc1occc1-c1nnc(SCC(=O)NC(C)(C)C)n1C(C)c1ccccc1 (stereo not given) | 1% | -7% | 2% | 1% | 2% | 1% | 6 | 0% | 1% | -3% | 0%
CN(C1CCCCC1)S(=O)(=O)c1cc2c3c(c1)CCN3C(=O)CC2 | 1% | / | 25% | 1% | / | / | 28 | 8% | -4% | / | /
S=C(NCCN1CCCCC1)Nc1ccccc1 | -5% | -23% | 9% | ? | -18% | -23% | 10 | 4% | 1% | -9% | 1%
COC(=O)C1=C(C)NC(C)=C(C(=O)OC)C1c1ccc(C)o1 | -4% | -3% | 0% | 1% | -1% | 0% | 3 | 5% | -3% | 8% | /
CCC(=O)N1CCN(c2ccc(NC(=O)c3c(F)c(F)c(OC)c(F)c3F)cc2)CC1 | -4% | -3% | -1% | 4% | -17% | 3% | -7 | 1% | -2% | -6% | -1%
Cc1cc(NC(=O)CSCC(=O)N(C)Cc2ccc(Cl)c(Cl)c2)no1 | -4% | 5% | 24% | 5% | 38% | -6% | 10 | -1% | -4% | -7% | /
CN(c1ccccc1)S(=O)(=O)c1ccc(C(=O)Nc2nnc(C3CC3)s2)cc1 | 0% | -3% | 13% | -2% | -6% | -2% | 12 | 6% | -2% | 5% | /
Cc1ccc(-n2cc(CNCCn3nc(C)cc3C)c(-c3ccc(F)cc3)n2)cc1 | -12% | 1% | ? | 27µM* | 4% | -5% | -79* | -22% | -7% | 8% | ?
COc1ccc(C(=O)NCc2nnc(SCC(=O)N3CCCC3)o2)cc1OC | 3% | -2% | 1% | -2% | 10% | -3% | 3 | 0% | 0% | 0% | 6%
O=C(Nc1ccccc1)Nc1ccc2nnsc2c1 | 4µM* | -2% | ? | 7.6µM* | ? | 22% | -4 | 1% | ? | -18% | /
COc1ccc([C@@H]2[C@@H]3C(=O)N(C(C)(C)C)C(=O)[C@@H]3[C@]3(Cc4ccc(Cl)cc4)C(=O)N(c4cccc(C)c4)C(=O)N23)cc1 | -5% | 0% | -6% | 2% | 41% | -4% | -3 | 1% | 0% | -6% | 7%
CCCNC(=O)C1CCC(CNS(=O)(=O)c2cccc3nsnc23)CC1 (stereo not given) | -1% | / | 1% | 1% | -19% | -11% | -5 | 10% | -5% | ? | /
Cc1nn(-c2ccccc2)c(C)c1C(=O)OC(C)C(=O)NC1CCCCC1C (stereo not given) | -15% | / | ? | 3% | / | / | -12 | -2% | -10% | / | /
Cc1ccc(S(=O)(=O)N2CCN(CC(=O)N/N=C/c3ccc(Br)s3)CC2)cc1 | -3% | 8% | -23% | -2% | ? | ? | ? | 13% | -1% | 14% | 4%
O=C(Nc1ccc(F)cc1)N1CCN(C(=O)C2CCCO2)CC1 (stereo not given) | -6% | -4% | 2% | -13% | -4% | 0% | 7 | -3% | 7% | 0% | /
COc1ccc(C(CNC(=O)c2ccc(S(=O)(=O)Nc3ccccc3C)cc2)N2CCOCC2)cc1 (stereo not given) | -8% | / | -13% | -22% | / | / | -8 | -2% | 0% | / | /
COc1ccc(/C=C/c2cc(C(=O)O)c3ccccc3n2)cc1 | ? | -44% | ? | 0.067µM* | 1.1µM* | 1.4µM* | 12 | -8% | ? | 0% | /
O=C(NCCc1ccccc1)C1CCC(=O)N(Cc2cccc(C(F)(F)F)c2)C1 (stereo not given) | -2% | -4% | -4% | -2% | 12% | -9% | -4 | 1% | 2% | 5% | /
Cc1cc(=O)[nH]c(SCC(=O)Nc2nnc(SCc3ccccc3)s2)n1 | -1% | 21% | -2% | 13µM* | 16% | -12% | 1 | -2% | -6% | -10% | 4%
COc1ccc(NC(=O)CN(C2CCCCC2)S(C)(=O)=O)cc1Cl | -8% | 0% | ? | 1% | ? | -7% | -27 | 3% | 0% | 0% | 10%
N#CCCCSc1ncccc1-c1nc2ccccc2[nH]1 | ? | 12% | ? | ? | 24% | -4% | 1 | -9% | ? | 16% | -1%
Cc1ccc(-n2nc(C)c3c(C)c(CCC(=O)Nc4ccc(CN5CCCC5)cc4)c(C)nc32)cc1 | -3% | -2% | 12% | 2% | ? | -25% | 1 | 13% | -6% | 2% | /
C=C(C)Cn1c(CCNC(=O)c2ccco2)nc2ccccc21 | 1% | -18% | -18% | 2% | 7% | 0% | 7 | -3% | 3% | 1% | 2%
Cc1ccsc1/C=C1/CN(C)Cc2c1nc1ccccc1c2C(=O)O | -4% | 8% | 0% | -6% | -3% | -2% | 9 | 2% | -1% | / | /
O=C(NC1CCCC1)C(c1ccncc1)N(Cc1cccs1)C(=O)c1csnn1 (stereo not given) | -1% | 28% | -5% | -2% | -9% | -7% | -21 | -1% | -1% | 14% | ?
O=C(Nc1cccc(-c2nc3cccnc3s2)c1)c1ccc(Cl)nc1 | 3% | -1% | 0% | -16% | 9% | 7% | 0 | 3% | 15% | 7% | /
O=C(OCN1C(=O)c2ccccc2C1=O)c1cccc(OC(F)F)c1 | 6% | 4% | 11% | -1% | -16% | -1% | -45 | 6% | -3% | 5% | -11%
COc1ccc(OCCCC(=O)NCCc2ccccc2)cc1 | -1% | 0% | 4% | 3% | 8% | -5% | 2 | 0% | 1% | -10% | 3%
COc1cc(C2NC(C(=O)O)Cc3c2[nH]c2ccccc32)cc(OC)c1OC (stereo not given) | 2% | 2% | -5% | 1% | ? | 0%[10 µM] | -4 | 0% | -3% | 1% | -1%[11.7 µM]
CC(C)(C)S(=O)(=O)/C(C#N)=N/Nc1ccc(S(N)(=O)=O)cc1 | 11% | 0% | 2% | 4% | 12% | -3% | / | 26% | -5% | / | 0%
CC(C)Cc1ccc(S(=O)(=O)N2CCOCC2)cc1 | 1% | 3% | 7% | 4% | -1% | -2% | -5 | 2% | 0% | -7% | /
COc1ccc(CN2C(=O)c3cccc4cccc(c34)C2=O)cc1 | -4% | 1% | -3% | -1% | 22% | -17% | -7 | -1% | -1% | 1% | /
COc1ccc(-n2cnc3cc(C(=O)NCC4CCCO4)ccc32)cc1 (stereo not given) | 7% | 0%[0.46 µM] | 18% | -5% | -9% | 0% | -7 | 12% | -3% | 2% | -1%
Cc1ccc(OCc2nnc(SCC(=O)N3C(C)CCCC3C)o2)cc1 (stereo not given) | 1% | / | 4% | -11% | 4% | 10% | 15 | 2% | -2% | -3% | -14%
CC(C)[C@@H](C(=O)NC1CC1)N1C(=O)N2CCc3c([nH]c4ccccc34)[C@@]2(C)C1=O | -6% | -3% | ? | 0% | -10% | 3% | 9 | 5% | 1% | -1% | -10%
Cc1cc(NC(=O)COC(=O)COc2ccc(Cl)cc2C)c([N+](=O)[O-])cc1C | 1% | -1% | 1% | -6% | -3% | 4% | -8 | -4% | -1% | ? | 3%
